Screening results deposited in PubChem BioAssay by The Scripps Research Institute Molecular Screening Center.
GPR151 activ = activators of human GPR151, primary screen, cell-based, PathHunter beta-arrestin, luminescence. activation, % at 11.2 µM. 650,000 compounds, 1% hits. PathHunter beta-arrestin GPR151 cells. AID 1508602, 2020; in the data active means activation above about 4.9%;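 further: 0% = median of compound wells and 100% = cells with positive control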
Target sequence (Q8TDV0 whole entry, looked up): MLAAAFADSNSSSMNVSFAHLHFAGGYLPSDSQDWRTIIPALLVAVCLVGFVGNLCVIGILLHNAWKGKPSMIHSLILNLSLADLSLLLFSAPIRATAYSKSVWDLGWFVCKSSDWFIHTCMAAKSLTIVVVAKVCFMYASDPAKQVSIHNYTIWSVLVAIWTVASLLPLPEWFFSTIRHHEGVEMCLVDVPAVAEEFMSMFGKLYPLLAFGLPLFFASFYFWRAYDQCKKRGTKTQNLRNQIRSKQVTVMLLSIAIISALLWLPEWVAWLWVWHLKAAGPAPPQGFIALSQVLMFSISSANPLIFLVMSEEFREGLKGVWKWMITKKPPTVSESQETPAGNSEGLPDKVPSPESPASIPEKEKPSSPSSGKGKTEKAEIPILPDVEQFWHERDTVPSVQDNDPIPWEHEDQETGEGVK
TEAD-YAP inh = TEAD-YAP interaction inhibition, primary screen, TEAD-YAP interaction inhibitor project, luminescence, HEK-TIYL cells; TEAD-Gal4/YAP UAS-luciferase luminescence; inhibition, % at 9.12 µM; 640,000 compounds, 1.4% hits; in the data active means inhibition above about 32%;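 further: 0% = median of test compound wells and 100% = reference inhibitor wells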
MITF primary = MITF inhibitors, primary screen, biochemical, AlphaScreen, human; 650,000 compounds, 0.91% hits; Microphthalmia-associated transcription factor (Homo sapiens), O75030; AlphaScreen MITF homodimerization, bead proximity signal; AID 1259374, 2018; inhibition, % at 2.6 µM; in the data active means inhibition above about 50%;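 further: 0% = vehicle wells with protein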
Target sequence (O75030 whole entry, looked up): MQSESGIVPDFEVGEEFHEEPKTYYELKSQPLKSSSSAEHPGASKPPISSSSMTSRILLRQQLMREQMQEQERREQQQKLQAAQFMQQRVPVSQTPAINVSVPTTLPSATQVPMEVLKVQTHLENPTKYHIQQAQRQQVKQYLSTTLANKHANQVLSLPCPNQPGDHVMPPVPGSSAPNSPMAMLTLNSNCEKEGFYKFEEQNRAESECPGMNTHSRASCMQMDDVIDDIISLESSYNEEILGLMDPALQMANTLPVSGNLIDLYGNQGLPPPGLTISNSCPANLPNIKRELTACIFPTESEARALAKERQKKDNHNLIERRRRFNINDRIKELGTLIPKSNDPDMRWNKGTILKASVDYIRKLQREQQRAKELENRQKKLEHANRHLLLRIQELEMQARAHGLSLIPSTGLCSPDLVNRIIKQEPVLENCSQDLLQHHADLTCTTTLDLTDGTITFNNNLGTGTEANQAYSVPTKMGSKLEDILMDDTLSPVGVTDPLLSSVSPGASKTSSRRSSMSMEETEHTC
FBW7 activator = FBW7 E3 ligase activators, primary screen, biochemical, AlphaScreen, human; F-box/WD repeat-containing protein 7 (Homo sapiens), Q969H0; normalized activity (activation), % at 26.1 µM; 650,000 compounds, 0.13% hits; AID 1259310, 2017; AlphaScreen FBW7–phospho-cyclin E peptide binding, activator screen; in the data active means normalized activity above about 1.9%;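 further: purified mutant Fbw7 with reduced substrate affinity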
* hit, by the source's call.

smiles	GPR151 activ	TEAD-YAP inh	MITF primary	FBW7 activator
CC(=O)Nc1ccc(N2C(=O)c3c(Cl)c(Cl)c(Cl)c(Cl)c3C2=O)cc1	4.2	7	-3	-0.2
Cc1cc(-c2nnc(CCC(=O)N3CCC(O)(c4ccc(Cl)cc4)CC3)o2)c(C)o1	2.9	-36	-3	0.1
COc1ccc(C(=O)COC(=O)c2cccc(N3C(=O)C4CC=CC(C)C4C3=O)c2)cc1 (stereo not drawn)	-1.4	-14	-2	0.4
COc1ccc(-n2nnc3c(=O)n(CC(=O)Nc4cccc(C(F)(F)F)c4)cnc32)cc1	0.6	14	-1	0.0
Cn1c(=O)c2c(ncn2CC(=O)Nc2ccccc2Cl)n(C)c1=O	0.2	0	4	-0.2
Cc1nn(CCCC(=O)Nc2sc3c(c2C#N)CCCC3)c(C)c1[N+](=O)[O-]	-0.6	-3	-5	-0.1
Cn1cc(-c2ccncc2)cc(NC(=O)C2Cc3ccc4ccccc4c3O2)c1=O (stereo not drawn)	-1.2	-2	25	0.6
c1ccc2c(c1)CC(N1CCCC(c3ccn[nH]3)C1)C2 (stereo not drawn)	0.4	-8	7	-0.1
CN(C)N=Nc1ccc(S(=O)(=O)O)cc1	-0.3	-8	2	-0.1
Cc1ccc(-c2nc3ccccc3c(=O)n2Cc2cccc([N+](=O)[O-])c2)cc1	1.7	-12	6	0.0
c1ccc(CCNc2ccc(-c3cccnc3)cn2)cc1	-0.3	-118	11	-0.5
Cc1nc2ccc(C(=O)NCC3CCC4(CCN(Cc5ccncc5)CC4)O3)cc2nc1C (stereo not drawn)	3.6	1	3	-0.2
COCCNC(=S)N1CCC(c2nc(-c3ccc(N(C)C)cc3)no2)CC1	0.3	-2	1	-0.2
COc1cc(/C=N/Nc2ccc([N+](=O)[O-])cc2[N+](=O)[O-])ccc1O	0.2	-3	-4	0.4
CCOC(=O)c1nnc(Cc2ccc(Cl)cc2Cl)o1	1.6	-17	-6	0.2
CN(Cc1nc2ccccc2o1)C(=O)c1cc(COc2c(F)cccc2F)on1	2.2	-34	-1	0.2
Cc1ccccc1/C=C1\SC(=S)N(C(CC(=O)O)C(=O)O)C1=O (stereo not drawn)	0.7	3	-4	-0.4
C=CCNC(=O)C(=O)c1c[nH]c2ccccc12	-0.1	-10	-1	-0.1
Nc1ccc2nc(SCc3ccc([N+](=O)[O-])cc3)sc2c1	0.4	-4	8	-0.2
Cc1cc(C)cc(OCC(=O)Nc2sc3c(c2C(N)=O)CCCC3)c1	-0.6	-1	9	0.1
NS(=O)(=O)c1ccc(CNC(=O)CC23CC4CC(CC(C4)C2)C3)cc1	0.2	-9	-9	-0.2
C=CCN1C(=O)N(c2cccc(F)c2)C(=O)C1CC(=O)Nc1ccc(CC)cc1 (stereo not drawn)	-0.5	-9	3	-0.2
CCOc1ccc(S(=O)(=O)N(CC(=O)Nc2ccc(C)cc2)c2ccccc2)cc1	-1.5	13	3	0.0
CCOc1c(OC)cccc1C1C(C#N)=C(N)Oc2n[nH]c(-c3ccccn3)c21 (stereo not drawn)	1.7	-3	12	-0.8
Cc1cc(C)c(S(=O)(=O)ON2C(=O)c3ccccc3C2=O)cc1C	1.1	9	13	0.0
O=C(NC(CO)C(O)c1ccc([N+](=O)[O-])cc1)c1ccc(C(F)(F)F)cc1 (stereo not drawn)	1.1	17	-11	0.0
Cc1cccc(NC(=O)CC[C@H]2CN(Cc3ccccn3)CC[C@H]2N2CCOCC2)c1	-0.2	-4	16	0.5
CCSc1nnc(NC(=O)c2nc3nc(C)cc(C)n3n2)s1	0.4	3	11	-0.3
COc1cc(/C=C/C(=O)OCC(=O)c2ccc(Cl)s2)ccc1O	4.8	2	-2	-0.1
COc1cc(C2C(C(=O)OCCOc3ccccc3)=C(C)NC3=C2C(=O)CCC3)cc(OC)c1OC (stereo not drawn)	1.1	4	3	0.0

Record cards, as listed above:
COc1cc(C2C(C(=O)OCCOc3ccccc3)=C(C)NC3=C2C(=O)CCC3)cc(OC)c1OC (stereo not drawn) as listed: GPR151 activ = 1.1; TEAD-YAP inh = 4; MITF primary = 3; FBW7 activator = 0.0
Cc1nn(CCCC(=O)Nc2sc3c(c2C#N)CCCC3)c(C)c1[N+](=O)[O-] as listed: GPR151 activ = -0.6; TEAD-YAP inh = -3; MITF primary = -5; FBW7 activator = -0.1
C=CCN1C(=O)N(c2cccc(F)c2)C(=O)C1CC(=O)Nc1ccc(CC)cc1 (stereo not drawn) as listed: GPR151 activ = -0.5; TEAD-YAP inh = -9; MITF primary = 3; FBW7 activator = -0.2

(list continues)
smiles	GPR151 activ	TEAD-YAP inh	MITF primary	FBW7 activator
N#CCCN(Cc1cccnc1)C(=S)NC(=O)c1ccccc1	2.3	-3	-22	-0.2
Clc1ccccc1COc1ccc(/C=N/c2ncn[nH]2)cc1	-1.9	-14	14	0.1
CS(=O)(=O)Nc1ccc(C(=O)NCc2ccco2)cc1	-0.4	-8	1	-0.2
Cc1c(NC(=O)Nc2cccc([N+](=O)[O-])c2)c(=O)n(-c2ccccc2)n1C	0.9	0	-2	-0.1
COc1ccc(-c2cc(C(F)(F)F)nc(NCc3cccnc3)n2)cc1OC	0.9	-1	-5	-0.1
Cc1ccc(C)c(OCCn2ccnc2)c1	-0.5	0	18	1.0
CCOC(=O)c1sc(NC(=O)CSc2nnc(CNC(=O)Cc3ccccc3)n2CCc2ccccc2)c(C(=O)OCC)c1C	-0.9	5	3	0.0
COCCn1c(=NC(=O)c2ccccc2S(C)(=O)=O)sc2ccccc21	1.4	-15	0	-0.2
Cc1ccccc1C1C2=C(CC(C)(C)CC2=O)N(c2ccc(Cl)c(Cl)c2)C2=C1C(=O)CC(C)(C)C2	-1.5	1	16	0.1
CC(C)N(CCNC(=O)c1cnc(Nc2ccc(C(F)(F)F)cc2)s1)C(C)C	0.2	2	14	0.0
COc1ccc(NC(=O)C2CC23CCN(C(=O)Cc2csc(C)n2)CC3)cc1Cl (stereo not drawn)	0.0	0	13	0.1
CCOc1ccc(C(c2sc3nc(C)nn3c2O)N2CCC(C(N)=O)CC2)cc1OC (stereo not drawn)	0.3	-5	-1	0.0
O=C(CCSCCc1ccccn1)Nc1nccs1	0.0	-5	6	-0.2
O=C(CN1CCN(c2ccc3c(c2)OCO3)C1=O)Nc1cc(F)ccc1F	0.5	4	-2	-0.1
COc1ccc2c(c1)C[C@H](C(=O)Nc1ccc(-c3ccncc3)cc1OCCN1CCCC1)CO2	-1.5	-5	-1	-0.4
O=C(Nc1ccccc1Br)c1nn2c(C(F)(F)F)cc(-c3ccccc3)nc2c1Cl	-0.1	-7	-2	-0.2
Clc1ccc(-n2cc(-c3ccncc3)cn2)cc1	0.6	-66	6	0.1
CCNS(=O)(=O)c1c(C)cc(C)cc1C	0.0	-2	-13	-0.3
N=C1C(c2nc3ccccc3s2)=C(O)CN1c1ccccc1Cl	-0.8	-14	2	-0.2
COCC(=O)N1CCN(Cc2csc(-c3ccccc3)n2)CC1	0.8	-31	14	0.1
C=CC(C)ON1C(=O)c2ccccc2C1=O (stereo not drawn)	1.3	1	1	0.2
Cc1cccc(N2C(N)=C(C#N)C(c3ccc(F)cc3)C3=C2CC(C)(C)CC3=O)c1 (stereo not drawn)	0.3	-1	0	0.1
CCOC(=O)CSC1=C(C#N)C(c2cccc([N+](=O)[O-])c2)CC(=O)N1 (stereo not drawn)	-0.4	-6	2	0.0
COc1cccc2cc(C(=O)NNC(=O)c3cccc([N+](=O)[O-])c3)c(=O)oc12	-0.1	-2	-7	0.1
CCCc1cc(=O)n2[nH]c(NCc3ccc(OC)c(OC)c3)nc2n1	-1.1	-5	7	0.8
COC(=O)c1ccc(S(=O)(=O)NCc2ccc(S(N)(=O)=O)cc2)n1C	-0.9	5	5	0.1
Fc1ccc(Cn2cnc3ccccc32)cc1	1.3	14	-9	0.1
Cc1cc(C)n2nc(SCC(=O)NC3CCCCC3)nc2n1	-0.2	-4	-2	0.0
CCCOc1ccc(CC(=O)Nc2sc3c(c2C#N)CC(C)(C)OC3)cc1	-0.7	1	-8	0.0
CC(C)(C)c1ccc(C2SCC(=O)N2c2cccc(C(F)(F)F)c2)cc1 (stereo not drawn)	-0.3	3	9	0.0
COc1ccc(S(=O)(=O)NCC2CCCN(Cc3ccc(O)cc3)C2)cc1 (stereo not drawn)	-1.3	7	8	0.7
O=C(NCC1CCCN(Cc2ccccn2)C1)c1ccc(-c2ccccc2)cc1 (stereo not drawn)	-0.9	-3	-1	-0.1
Cc1nn(C)c(C(=O)NNC(=O)NC23CC4CC(CC(C4)C2)C3)c1Cl	-0.7	3	-1	0.5
O=C(NC(c1ccccc1)c1cnccn1)C1CCN(C(=O)C2CCCCC2)CC1 (stereo not drawn)	0.1	0	2	1.6
COc1ccc(N=Cc2cccc([N+](=O)[O-])c2O)cc1Cl	0.3	-8	-1	0.1
CC1=CC=CN2C1=NC(=O)CC2(C)C(=O)N(CC(=O)NCCc1ccccc1)C1CCCC1 (stereo not drawn)	-1.3	2	7	0.4
Cn1c2ccc(F)cc2c2nnc(SCC(=O)N3CCCC3)nc21	0.5	-6	4	-0.1
O=C(O)c1ccc(NC(=O)c2cccs2)cc1	-7.4	10	5	0.1
O=C(O)CCC(C(=O)O)N1C(=O)c2cc(Cl)c(Cl)cc2C1=O (stereo not drawn)	0.1	-2	-8	-0.2
CCC(=O)N(CCC1(c2ccc(OC)cc2)CCOC(C)(C)C1)Cc1ccc(Cl)cc1 (stereo not drawn)	2.3	-2	3	-0.1
Cc1ccc(N2C(=O)c3nccnc3C2=O)c(C)c1	0.8	2	-4	-0.1
c1nc(N2CCCCCC2)c2nc3n(c2n1)CCCCC3	0.8	-1	-7	0.0
CCCOC(=O)C1=C(C)NC2=C(C(=O)CCC2)C1c1cccc(Oc2ccccc2)c1 (stereo not drawn)	0.6	-5	-1	-0.1
COc1cc(CN2CCN(CCC(C)C)C(CCO)C2)cc(Cl)c1OC (stereo not drawn)	-0.8	-3	0	0.0
Cc1cc(CN(C)C(=O)CC2(c3ccccc3C)CC(=O)N(Cc3ccncc3)C2=O)n[nH]1 (stereo not drawn)	2.1	2	-1	-0.1
COc1ccccc1C(=O)NCCCn1cc(Br)c(C)n1	1.8	-26	-9	-0.2
CCN1CCN(CCOc2ccc(C(C)=O)cc2)CC1	0.1	0	78*	-0.1
Cc1ccc(NC(=S)N(CCN2CCCCC2)Cc2ccco2)cc1Cl	-0.7	-1	16	0.1
O=C(Cc1ccc(Cl)cc1)NNC(=O)c1ccc(Cl)cc1	1.0	4	14	0.0
COc1cc2c(cc1OC)/C(=C/c1cn(C)c3ccccc13)C(=O)N2	1.2	1	-2	-0.1
CC1=C(C(=O)Nc2ccccc2)C(c2cc(C)cs2)NC(=O)N1 (stereo not drawn)	0.5	-2	4	-0.1
CCCCc1nnc(NC(C)=O)s1	-0.8	-1	8	0.0
CC(=O)c1cccc(-c2ccc(NCCCN(C)C)nc2)c1	-0.9	15	-2	-0.9
CCOC(=O)c1c(N2C(=O)c3ccccc3C2=O)sc(C)c1C	-1.5	10	-3	-0.2
CCN(CCO)C(=O)CC1C(=O)NCCN1Cc1cccc(Oc2ccccc2)c1 (stereo not drawn)	3.0	9	5	-0.1
Cc1cc(N2CCN(C3CCCC3)CC2)n2c(nc3ccccc32)c1C#N	-1.0	-9	-12	0.0
O=C(/N=C1/N=C2N=CC=CN2Cc2ccccc21)Nc1ccccc1	-3.0	-10	14	0.3
Cc1[nH]c(-c2ccc(F)cc2)cc1C(=O)N1CCCC(C)C1 (stereo not drawn)	-0.1	-31	1	-0.1

An unsorted share of the library, and some 3.4% of all compounds hit somewhere here.
